Bioassay records (PubChem BioAssay)
CSM14.1 death rescue: protection against thapsigargin-triggered cell killing – 384-well, CSM14.1, ATP luminescence, primary screen (AID 1222); CSM14.1 thapsigargin-induced death rescue, ATP luminescence; higher % means a stronger effect; one-dose cellular ATP content (survival), % at 20 µM; EC50 in µM for titrated hits; 190,000 tested, under 10 active;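 active = EC50 below 50 µM in the dose-response confirmation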;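 note: death triggered by thapsigargin at about 15 µM added after 2 h compound pretreatment; cell ATP read after overnight thapsigargin exposure of roughly 18 to 22 hours; normalized against plate controls of thapsigargin alone and 5% DMSO vehicle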
GPR55 activation: GPR55 agonists via beta-arrestin recruitment, primary screen, imaging, U2OS cells, beta-arrestin-GFP redistribution (AID 1961). U2OS GPR55 beta-arrestin-GFP redistribution imaging; higher % means a stronger effect. activation, % at 10 µM; hits with a dose series show EC50 in µM. hit rate 0.048% among 290,000;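 active = activation above 40% with more than 50 cells counted in the well; inconclusive = wells holding fewer than 50 cells, flagged as toxic or sparse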;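 note: U2OS osteosarcoma cells stably expressing GPR55 and beta-arrestin-GFP; plate controls were DMSO negative control for no effect and LPI positive control for full effect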
NTR1 agonist: agonists of NTR1, primary screen, imaging, U2OS cells, beta-arrestin-GFP, high content (AID 493036). activation, % at 20 µM. NTR1-U2OS beta-arrestin-GFP spot imaging, agonist mode. P30989. hit rate 0.17% among 330,000;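 active = activation at or above 40% of the spot to cytoplasm intensity ratio, with at least 20 cells analyzed; inconclusive = wells under 20 cells, flagged as cytotoxic or low count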;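 note: 0% = DMSO without peptide and 100% = 100 nM NTR1 peptide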
Target sequence (P30989 whole entry, looked up): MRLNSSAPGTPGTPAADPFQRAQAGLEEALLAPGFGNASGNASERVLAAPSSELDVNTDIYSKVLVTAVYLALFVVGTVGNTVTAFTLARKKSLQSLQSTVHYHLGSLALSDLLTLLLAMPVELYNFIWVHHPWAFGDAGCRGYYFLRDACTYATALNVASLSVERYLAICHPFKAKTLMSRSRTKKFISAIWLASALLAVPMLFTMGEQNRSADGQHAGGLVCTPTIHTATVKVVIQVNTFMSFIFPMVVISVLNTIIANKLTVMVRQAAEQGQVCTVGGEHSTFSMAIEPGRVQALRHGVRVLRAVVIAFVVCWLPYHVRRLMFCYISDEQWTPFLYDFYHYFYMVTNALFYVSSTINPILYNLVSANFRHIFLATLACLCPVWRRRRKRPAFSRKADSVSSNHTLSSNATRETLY
TNAP activation fold: stimulation of alkaline phosphatase TNAP activity – biochemical, luminescent, no phosphate acceptor, uHTS, primary screen (AID 1001). purified TNAP, luminescent activation assay, no phosphate acceptor; higher activation fold means a stronger effect. activation fold at 20 µM, or EC50 in µM where a hit was titrated. hit rate 0.03% among 200,000; in the data active = activation fold from about 3, or a potency from the dose series; inactive = the rest, 99 in 100 with activation fold below about 1.6; note: many of its hits are not listed in these tables
KOR beta-arrestin-1: kappa opioid receptor activators – cell-based, luminescence, uHTS, primary screen (AID 1777); KOR beta-arrestin recruitment, luminescence; higher % means a stronger effect; activation, % at 10 µM, or EC50 in µM where a hit was titrated; hit rate 0.02% among 280,000; in the data active = activation above about 50%, passing the limit was not always enough; note: a part of the inactive calls stands beside numbers as strong as those of hits
NOD2 inhibition: NOD2 signaling inhibitors, cell-based, luminescence, uHTS, HEK293 (AID 1566); HEK293 NOD2/NF-kB luciferase reporter, luminescence; higher % means a stronger effect; one-dose inhibition, % at 4 µM; EC50 in µM for titrated hits; hit rate 0.63% among 290,000; note: many of its hits are not listed in these tables
NOD1 inhibition: NOD1 signaling inhibitors, primary screen, cell-based, luminescence, uHTS (AID 1578); NOD1-driven NF-kB luciferase reporter cells, luminescence; higher % means a stronger effect; hit rate 1% among 290,000; inhibition, % at 4 µM, or EC50 in µM where a hit was titrated; in the data active = inhibition mostly above about 36%, no sharp cut-off; inactive = mostly below about 34%;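 note: HEK-293T reporter cells stimulated with the NOD1 agonist gamma-tri-DAP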
Yfh1-depleted yeast: mitochondrial function rescue without frataxin homolog – Friedreich's ataxia, plus single-dose screen, dose response (AID 1465); S. cerevisiae Yfh1-off respiration, WST-1 reduction, 72 h; higher fold induction means a stronger effect; fold induction at 50 µM, or EC50 in µM where a hit was titrated; hit rate 0.074% among 220,000;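 active = fold induction of absorbance versus untreated yeast above a set limit, then at least 30% activation at any dose in follow-up; inconclusive = repeats straddling the limit, or above it without dose testing; inactive = fold induction below the set limit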;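 note: activators that raise dye reduction in frataxin-depleted yeast; strong numbers were not always called active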
KOR beta-arrestin-2: KOR antagonists, beta-arrestin recruitment, cell-based, luminescence, uHTS (AID 1778) | inhibition, % at 10 µM, or IC50 in µM where a hit was titrated | KOR beta-arrestin recruitment, luminescence, antagonist mode; higher % means a stronger effect | hit rate 0.091% among 290,000; note: strong numbers were not always called active
NTR1 agonist cell count 20 µM: second read-out of NTR1 agonist, no call of its own (marks repeat the call); cell count; measured here: cell count, cytotoxicity flag
* marks the source's active call; other numbers are inactive results; i = inactive; ? = inconclusive; . = not tested or not shown; [ ] = remark or other dose. Cut-off read from the data, not from the text of the source, unless noted: active = inhibition above about 50%; inactive = the rest. Only part of the results is shown (hit frequency here may not be typical).

SMILES	CSM14.1 death rescue	GPR55 activation	NTR1 agonist	NTR1 agonist cell count 20 µM	TNAP activation fold	KOR beta-arrestin-1	NOD2 inhibition	NOD1 inhibition	Yfh1-depleted yeast	KOR beta-arrestin-2
Cc1ccc(-c2nsc3c(N4CCN(C(=O)c5ccco5)CC4)ncnc23)cc1	1.1%	-0.2%	.	.	1.1	-0.4%	30%	4%	.	-5%
CC(=O)c1c(C)[nH]c(C(=O)CSc2nnc(C)s2)c1C	-2.5%	-0.2%	0.9	28	1.1	3.7%	-8%	-22%	i	-29%
Cc1ccc2[nH]c3c(c2c1)CN(C(C)C)CC3	.	-0.1%	0.4	94	.	-4.8%	6%	-13%	.	5%
O=C(O)/C(=C\c1cccs1)Sc1nnc(-c2ccc(F)cc2)o1	0.2%	1.1%	-0.5	62	1	-2.5%	16%	-12%	i	-20%
CCCCc1ccc(/C=C2\C(=O)c3ccccc3C(O)=C2C(=O)OCC)cc1	0.0%	-0.2%	2.6	78	0.9	-2.9%	-7%	2%	i	-8%
CC(=O)Nc1ccc(CN2CCN(C3CCCCC3)C(CCO)C2)cc1 (stereo not drawn)	-0.5%	-0.2%	-1.3	54	1.1	-2.1%	-4%	-26%	i	13%
CC(=O)Nc1cccc(-c2nc3ccc(NC(C)=O)cc3[nH]2)c1	-3.7%	-0.1%	-0.9	57	1.1	3.8%	-12%	-12%	i	-12%
O=C(CN1C(=O)/C(=C\c2ccc(F)cc2)Oc2ccccc21)NCc1ccco1	5.0%	0.2%	2.3	60	1.2	-3.3%	-23%	-39%	i	10%
O=C(Cn1nnc(-c2ccc(F)cc2)n1)OCC(=O)c1ccccc1	-1.8%	-0.2%	0.2	43	1.9	3.9%	-6%	-16%	i	-13%
Nn1c(SCC(=O)Nc2ccc(F)cc2)nnc1C1CCCCC1	-0.1%	-0.2%	2.0	80	1.1	-0.1%	4%	-11%	i	11%
CCc1cc(CC)c(/C=N/NC(N)=O)c(CC)c1/C=N/NC(N)=O	3.4%	-0.3%	0.3	46	1.1	-4.0%	17%	-4%	i	8%
CC1(C)Cc2nc(Cl)c(C(=O)O)cc2CO1	1.1%	0.2%	-1.0	96	1	.	3%	-8%	i	-4%[20 µM]
Cc1ncc(CN2CCCC(C(=O)Nc3ccc(-c4cccc(F)c4)cc3)C2)n1C (stereo not drawn)	.	0.2%	0.6	70	.	9.0%	18%	-15%	.	2%
CN(C)CCC(O)(c1ccccc1)c1ccccc1	-0.8%	-0.1%	0.7	45	1.1	0.1%	1%	-12%	i	17%
CCOc1ccc(S(=O)(=O)N2CCN(Cc3ccccc3)CC2)c2cccnc12	-1.2%	0.2%	-1.2	68	1	-0.9%	15%	-21%	i	-17%
CCCCOC(=O)/C(=C/C=C/c1ccccc1)NC(=O)c1ccccc1	-0.6%	0.1%	0.4	48	1	6.6%	0%	2%	i	-28%
Cc1ccccc1OCCSc1nnc(-c2cccnc2)n1N	-1.7%	?	-0.7	77	1	1.5%	10%	-12%	i	22%
Nc1ccccc1NC(=O)CCn1c(=S)[nH]c2ccccc2c1=O	.	-0.1%	1.5	64	.	-3.5%	0%	-28%	.	24%
O=S(=O)(N1CCCCC1)N1CCN(S(=O)(=O)N2CCCCC2)CC1	1.5%	-0.1%	.	.	1.1	4.2%	2%	-17%	i	-35%
Cc1ccc(S(=O)(=O)N/N=C\C=C\c2ccccc2)cc1	-2.2%	-0.3%	0.1	57	1	-2.1%	5%	-2%	i	-2%
COc1ccccc1-n1nnnc1SCC(=O)Nc1cc(C)on1	0.1%	?	-0.1	50	1.1	0.7%	12%	8%	i	23%
CC1CCN(CC(=O)Nc2nn(-c3ccccc3)nc2C(N)=O)CC1	0.0%	1.3%	0.1	65	0.9	-5.1%	9%	-26%	i	-20%
O=S(=O)(c1ccccc1)c1nc(-c2ccccc2)oc1N1CCOCC1	-0.1%	-0.1%	3.4	59	1	.	16%	-16%	i	20%[20 µM]
O=C(NC(=S)Nc1ccccc1N1CCOCC1)c1cccc([N+](=O)[O-])c1	.	0.0%	13	65	.	2.0%	25%	-1%	.	1%
CCOc1ccc(NC(=O)NCCCSC2CCCCC2)cc1	-0.5%	0.1%	1.0	59	1.2	-5.3%	8%	-6%	i	6%
COc1ccc(C(=O)Cn2cc([N+](=O)[O-])nc2C)cc1	.	0.0%	-0.8	64	.	-1.8%	2%	-7%	.	1%
COc1ccc(-n2c(Cc3cccn3C)nnc2SCC(=O)Nc2ccc(C)c(Cl)c2)cc1	.	-0.1%	11	63	1	7.6%	12%	76%*	i	-25%
CC(=O)N1c2ccccc2C2(C)C(C1(C)C)C2(Cl)Cl (stereo not drawn)	-1.3%	-0.1%	4.9	57	1.1	9.8%	-68%	60%*	i	13%[20 µM]
Cc1nc2sccn2c(=O)c1S(=O)(=O)Nc1cccc(Cl)c1C	.	0.0%	-1.1	94	.	-5.9%	1%	-26%	.	13%[20 µM]
CSc1sc(-c2nnc(SCC(=O)Nc3ccccc3)n2C)c2c1C=CCC2	.	0.6%	1.3	58	.	-0.1%	12%	-16%	i	-1%
O=C(NC12CC3CC(CC(C3)C1)C2)C1=COCCO1	-0.3%	-0.3%	1.8	41	1.1	-2.2%	7%	13%	i	17%
COc1ccccc1CNc1ccc(C(=O)O)cc1	-0.8%	-0.1%	1.7	69	1.1	2.3%	15%	1%	i	25%
Cc1ccc(C)n1-c1ccc(N2CCOCC2)nc1	-1.9%	-0.1%	-1.6	55	1.1	0.7%	2%	-16%	i	-18%
Cc1c(NC(=O)c2cc(-c3cccs3)on2)c(=O)n(-c2ccccc2)n1C	-2.9%	0.2%	0.4	65	1	-1.5%	13%	7%	i	-11%
Cc1ccccc1Nc1nc(N)nc(CSCC(=O)Nc2cccc(Br)c2)n1	0.3%	-0.1%	-0.8	66	1	-0.2%	4%	10%	i	23%
COC(=O)C1=C(C(=O)OC)SC(=C2C(=S)C(C)(C)N(C(=O)C3CC3)c3ccccc32)S1	-0.7%	-0.1%	12	42	0.8	-1.5%	13%	2%	i	9%
COc1ccc(CNCC(=O)Nc2cccc(S(N)(=O)=O)c2)cc1	-1.2%	0.2%	-0.3	55	1	-0.8%	-5%	-8%	i	-37%[20 µM]
CCc1ccc(CNC(=O)c2ccc(OC3CCN(C(=O)COC)CC3)cc2)nc1	.	-0.1%	-0.4	46	.	4.8%	-5%	-25%	.	-23%
Cc1cccc2cc(-c3ccccc3)c(-c3ccccc3)c[n+]12	-0.2%	0.3%	.	.	0.9	1.6%	35%	44%	i	-33%
CCC(C)[C@H](N)c1nnc(SCC(=O)Nc2ccc(C)cc2C)o1 (stereo partly drawn)	.	0.2%	-0.5	59	.	-2.8%	-3%	-8%	.	-1%
COc1ccc(S(=O)(=O)N2CCOC2CNC(=O)C(=O)NCCCc2ccccc2)cc1 (stereo not drawn)	.	-0.2%	-0.1	56	.	1.3%	24%	15%	.	-5%
Cn1c(=O)c2c(nc(NCc3ccco3)n2Cc2ccc(Cl)cc2Cl)n(C)c1=O	1.7%	-0.2%	1.6	80	1	-7.3%	19%	5%	i	-9%
CCn1c(SCC(N)=O)nc2ccccc2c1=O	1.5%	0.2%	-0.4	63	1.1	32%	0%	-4%	i	1%
O=C(c1cc2sccc2n1Cc1ccccc1)N1CCN(c2nc3ccccc3s2)CC1	0.7%	-0.2%	6.6	60	1.1	-0.5%	23%	39%	i	-37%
COc1ccc(CCNc2ncnc3nc[nH]c23)cc1OC	-0.7%	-0.1%	-0.1	47	1.6	-0.3%	20%	-2%	i	30%
COC(=O)c1ccccc1NC(=O)CSc1nc2cccnc2n1C	1.4%	0.1%	0.7	39	1.1	1.4%	7%	-37%	i	-11%
O=C(c1cc2c(ccc3ccccc32)o1)N1CCN(c2ncc(C(F)(F)F)cc2Cl)CC1	5.9%	0.0%	0.3	94	1.1	-3.5%	16%	19%	i	-19%
Cc1nc(SCC(=O)N(C)C2CCCCC2)[nH]c(=O)c1Cc1ccccc1	-1.0%	-0.1%	-0.9	37	1.1	4.3%	10%	9%	i	-22%
CC(C)(C)C(=O)Nc1cc(NC(=O)C(C)(C)C)cc(C(=O)Nc2cc(C(=O)O)cc(C(=O)O)c2)c1	-2.7%	0.3%	2.2	49	1.1	1.4%	0%	-39%	i	-51%
CCn1c(=O)n(CC)c2cc(S(=O)(=O)NCCOc3ccccc3)c(C)cc21	-1.7%	-0.1%	-0.4	52	1.1	-5.5%	5%	11%	i	-28%
CCOC(=O)C1CN(S(=O)(=O)c2ccc(F)cc2)C1	-2.0%	0.4%	1.3	80	1.1	2.4%	13%	-3%	i	-14%
Cc1noc(N)c1C1(O)C(=O)Nc2c(Cl)cc(Cl)cc21 (stereo not drawn)	0.4%	0.2%	-0.4	52	1.1	-5.4%	-7%	-29%	i	3%[20 µM]
CC(=O)OC(C(=O)NCS(=O)(=O)c1ccc(C)cc1)c1cccnc1 (stereo not drawn)	0.1%	0.1%	3.7	77	1.1	4.5%	-5%	-7%	i	22%
COc1ccc(NC(=O)CSc2nnc(-c3ccco3)n2C)cc1	-0.2%	0.3%	-0.9	32	1.1	-2.1%	20%	-10%	i	-18%
Cc1[nH]nc(SCC(=O)N2CCCCCC2)c1[N+](=O)[O-]	-0.2%	-0.1%	2.3	49	0.8	-4.3%	-57%	-54%	i	16%
CCOC(=O)CN(C(=O)CSc1nnc(-c2ccc(OC)c(OC)c2)o1)c1ccccc1	-2.5%	0.5%	0.4	80	1.1	0.1%	-6%	-17%	i	-7%

A draw from above in order of length of the SMILES, ascending.
SMILES	CSM14.1 death rescue	GPR55 activation	NTR1 agonist	NTR1 agonist cell count 20 µM	TNAP activation fold	KOR beta-arrestin-1	NOD2 inhibition	NOD1 inhibition	Yfh1-depleted yeast	KOR beta-arrestin-2
CCOC(=O)C1CN(S(=O)(=O)c2ccc(F)cc2)C1	-2.0%	0.4%	1.3	80	1.1	2.4%	13%	-3%	i	-14%
O=C(c1cc2c(ccc3ccccc32)o1)N1CCN(c2ncc(C(F)(F)F)cc2Cl)CC1	5.9%	0.0%	0.3	94	1.1	-3.5%	16%	19%	i	-19%
CC(C)(C)C(=O)Nc1cc(NC(=O)C(C)(C)C)cc(C(=O)Nc2cc(C(=O)O)cc(C(=O)O)c2)c1	-2.7%	0.3%	2.2	49	1.1	1.4%	0%	-39%	i	-51%
